Screening data deposited in PubChem by National Center for Advancing Translational Sciences (NCATS).
GLP-1R inv ag: qHTS of GLP-1 Receptor Inverse Agonists (Inhibition Mode) | Glucagon-like peptide 1 receptor (Homo sapiens), P43220 | HEK293 GLP-1R CRE-luciferase, luminescence, 24 h; GLP-1R form is constitutively active | Potency, µM (highest dose often 38.3 µM), for inactives: at the top dose activity change, negative = inhibition, actives largely listed as inhibitors | hit rate 1.6% among 410,000 | AID 624417, 2012; also: potency is read from the fitted curve at half-maximal effect; % is scaled to controls: 0 for no effect and ±100 for the full control effect; nearly all actives have a fitted effect of over 55% in size
Target sequence (P43220 whole entry, looked up): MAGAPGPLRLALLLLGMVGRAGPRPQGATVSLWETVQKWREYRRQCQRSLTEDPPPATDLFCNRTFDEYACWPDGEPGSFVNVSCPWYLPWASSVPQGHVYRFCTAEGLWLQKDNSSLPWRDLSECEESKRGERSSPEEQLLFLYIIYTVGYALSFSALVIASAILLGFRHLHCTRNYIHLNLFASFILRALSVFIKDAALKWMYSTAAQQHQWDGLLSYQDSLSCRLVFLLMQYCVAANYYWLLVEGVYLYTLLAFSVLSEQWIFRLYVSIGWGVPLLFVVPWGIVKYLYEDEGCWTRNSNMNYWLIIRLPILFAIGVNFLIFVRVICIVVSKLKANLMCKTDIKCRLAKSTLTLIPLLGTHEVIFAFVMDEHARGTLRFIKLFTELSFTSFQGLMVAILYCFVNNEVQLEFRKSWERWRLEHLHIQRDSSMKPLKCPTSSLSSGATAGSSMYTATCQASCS
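Inverse agonism was detected as reduced cAMP-driven luciferase luminescence after 24 h compound treatment. The cells were HEK293 clones expressing constitutively active human GLP-1R with the reporter. Reporter-only and GPR119 cell lines served as counterscreen controls.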
GLP1R cytotox: qHTS of GLP-1 Receptor Inverse Agonists: Cytotox Screen | hit rate 0.13% among 410,000 | Potency, µM (series often up to 38.3 µM), for inactives: at the highest dose activity change, negative = inhibition, hits mostly inhibitors | AID 624418, 2012 | HEK293 cAMP-luciferase reporter cells, luminescence, 24 h;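 also: loss of luciferase light is scored as toxicity; potency is read from the fitted curve at half-maximal effect; % is scaled to controls: 0 for no effect and ±100 for the full control effect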
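Luminescence readout: signal drop marks cytotoxicity. Plated cells grew 12 h at 37 °C, 5% CO2, received 23 nL compound for 24 h, then got luciferase reagent, read after 12 min at RT.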
DRD3 agonist: qHTS of D3 Dopamine Receptor Agonist: qHTS; hit rate 0.58% among 410,000; AID 652048, 2013; D3R DiscoveRx beta-arrestin cells, luminescence, 90 min; max activation, %; in the data active = max activation above about 30%; also: 0% is about no effect; mostly tested at two doses, the higher about 12 µM
Target sequence (P35462 whole entry, looked up): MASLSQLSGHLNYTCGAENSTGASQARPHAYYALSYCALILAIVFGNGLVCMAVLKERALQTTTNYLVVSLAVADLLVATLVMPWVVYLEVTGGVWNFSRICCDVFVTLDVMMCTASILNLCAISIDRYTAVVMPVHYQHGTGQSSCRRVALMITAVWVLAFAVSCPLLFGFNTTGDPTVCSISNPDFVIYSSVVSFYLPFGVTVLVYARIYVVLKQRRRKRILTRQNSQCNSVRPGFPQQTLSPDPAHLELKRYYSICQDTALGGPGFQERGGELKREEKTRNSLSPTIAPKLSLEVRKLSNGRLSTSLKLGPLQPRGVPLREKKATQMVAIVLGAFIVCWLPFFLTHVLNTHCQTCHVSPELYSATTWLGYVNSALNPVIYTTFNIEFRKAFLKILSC
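Agonist-mode cell screen: cells plated at 1500/well and incubated overnight at 37 °C, then exposed to library compounds for 90 min at 37 °C. Detection reagent was added for 30–60 min at room temperature, and luminescence was read.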
GLP-1R agonist: qHTS of GLP-1 Receptor Agonists; AID 624172, 2012; hit rate 0.007% among 380,000; Potency, µM (titrated, usually from 45.6 µM), for inactives: at the highest dose activation, most hits filed as activators; HEK293 GLP-1R CRE-luciferase, luminescence, 4-6 h; cells express a hypersensitive GLP-1R form; also: potency is read from the fitted curve at half-maximal effect; % of control where 0% means no effect
Numbers without * were called inactive; ? = inconclusive; / = not tested or not shown; & = joins results of further samples; [ ] = remark or other dose. Unless noted, calls follow the shape of the dose curve; as a rule, active = well fitted curve in the direction sought with a large enough effect; inconclusive = small, poorly fitted or top-dose-only effect, or another doubt; inactive = no such curve, though single readings can be large; an effect the other way counts as inactive or inconclusive. An excerpt, so the mix of outcomes need not match the whole.

Every second line gives: GLP-1R inv ag | GLP1R cytotox | DRD3 agonist | GLP-1R agonist
1: CCCC(=O)O[C@]1(C(=O)CCl)[C@H](C)C[C@@H]2[C@H]3CCC4=CC(=O)C=C[C@]4(C)[C@@]3(F)C(=O)C[C@@]21C
    / | / | / | -2%
2: CC[C@@]12CCCN3CCc4c(n(c5ccccc45)[C@](O)(C(=O)OC)C1)C32 (some centres undefined)
    / | / | / | -5%
3: CO/N=C(\C(=O)N[C@@H]1C(=O)N2C(C(=O)O)=C(Cn3nnc(C)n3)CS[C@H]12)c1csc(N)n1
    / | / | / | -5%
4: CCCCCCCCCCCCCCCC(=O)O[C@@H]1CC(C)=C(\C=C/C(C)=C\C=C/C(C)=C\C=C\C=C(C)\C=C\C=C(C)\C=C\C2=C(C)C[C@@H](OC(=O)CCCCCCCCCCCCCCC)CC2(C)C)C(C)(C)C1
    / | / | / | -8%
5: CCCN(CCC)C(=O)[C@@H](CCC(=O)O)NC(=O)c1ccccc1
    / | / | / | -4%
6: COc1c(O)cc2c(c1O)[C@@H]1O[C@@H](CO)[C@@H](O)[C@@H](O)[C@@H]1OC2=O
    / | / | / | 1%[19.8 µM]
7: CC1(C)OC2CC(=O)OC[C@@]23C1CC(=O)[C@]1(C)C3CC[C@@]2(C)C(c3ccoc3)OC(=O)C3O[C@@]321 (some centres undefined)
    / | / | / | -4%
8: C[C@H]1C[C@@H]2[C@H]3CCC4=CC(=O)C=C[C@@]4(C)[C@@]3(Cl)[C@@H](O)C[C@]2(C)[C@]1(OC(=O)c1ccco1)C(=O)CCl
    / | / | / | -5%[19.8 µM]
9: CC1(C)Oc2ccc(C#N)cc2[C@H](N2CCCC2=O)[C@H]1O
    / | / | / | 3%&-5%
10: C[C@H](CCC(=O)O)[C@H]1CC[C@@H]2[C@@H]3[C@@H](O)C[C@H]4C[C@@H](O)CC[C@@]4(C)[C@H]3CC[C@@]21C
    / | / | / | -2%[19.8 µM]
11: O=C(O)[C@@H]1[C@@H]2C[C@H]3c4[nH]c5ccccc5c4CCN3C[C@@H]2CC[C@@H]1O
    / | / | / | -3%[19.8 µM]
12: CCC(C)n1ncn(-c2ccc(N3CCN(c4ccc(OC[C@H]5CO[C@](Cn6cncn6)(c6ccc(Cl)cc6Cl)O5)cc4)CC3)cc2)c1=O (some centres undefined)
    / | / | 7 | /
13: C=CC(=O)Nc1cc2c(Nc3ccc(F)c(Cl)c3)ncnc2cc1OCCCN1CCOCC1
    / | / | -17 | /
14: COC(c1ccccc1)(c1ccccc1)[C@H](Oc1nc(C)cc(C)n1)C(=O)O
    / | / | 8 | /
15: C[C@@H]1CC(=O)NN=C1c1ccc(NN=C(C#N)C#N)cc1
    / | / | -1 | /
16: CC[C@@H](C)[C@H](N)C(=O)O
    / | / | -6 | /
17: N#C/C(=C1\SCC(c2ccccc2Cl)S1)n1ccnc1 (centres undefined)
    / | / | 10 | /
18: CC(=O)O[C@@]12CO[C@@H]1C[C@H](O)[C@@]1(C)C(=O)[C@H](O)C3=C(C)[C@@H](OC(=O)[C@H](O)[C@@H](NC(=O)OC(C)(C)C)c4ccccc4)C[C@@](O)([C@@H](OC(=O)c4ccccc4)[C@H]21)C3(C)C
    / | / | -3&-2 | /
19: C[C@@H]1C[C@H]2[C@@H]3C[C@H](F)C4=CC(=O)C(Cl)=C[C@]4(C)[C@@]3(F)[C@@H](O)C[C@]2(C)[C@@]1(O)C(=O)CO
    / | / | 8 | /
20: CO/N=C(\C(=O)N[C@@H]1C(=O)N2C(C(=O)[O-])=C(C[n+]3ccc(N)n3CCO)CS[C@H]12)c1csc(N)n1
    / | / | -1 | /

The listing continues:
Every second line gives: GLP-1R inv ag | GLP1R cytotox | DRD3 agonist | GLP-1R agonist
21: Cc1c(C(C)C)c(=O)n(-c2ccccc2)n1C
    / | / | 10 | 6%
22: CN1C(=O)CC(C)(c2ccccc2)C1=O (centres undefined)
    / | / | 7 | 0%
23: COc1cc2[nH]c(=O)[nH]c(=O)c2cc1OC
    / | / | 9 | 0%[19.8 µM]
24: Cc1ccc(C(=O)C(C)CN2CCCCC2)cc1 (centres undefined)
    / | / | -30&-21 | 10%
25: COC(=O)Nc1nc2ccc(S(=O)c3ccccc3)cc2[nH]1 (centres undefined)
    / | / | -5 | -4%
26: CCN1CC(CCN2CCOCC2)C(c2ccccc2)(c2ccccc2)C1=O (centres undefined)
    / | / | 3 | 10%
27: Cc1ccc(-n2nc(C(C)(C)C)cc2NC(=O)Nc2ccc(OCCN3CCOCC3)c3ccccc23)cc1
    / | / | -15 | 7%
28: CN1CCC(Nc2ncc3ncnc(Nc4ccc(F)c(Cl)c4)c3n2)CC1
    / | / | -8 | -4%
29: Cc1nc2c([nH]1)c(=O)n(C)c(=O)n2Cc1ccco1
    / | / | 2 | 32%
30: CN1CCN(C(=O)C2CCCCC2)CC1
    / | / | -7 | 0%
31: Cc1cn([C@H]2C[C@H](O)[C@@H](CO)O2)c(=O)[nH]c1=O
    / | / | 8 | 1%
32: COC(=O)c1ccccc1C(=O)c1ccc(OCCN2CCCCC2)cc1
    / | / | -22 | -3%
33: CN1CCN(c2cc3c(cc2F)c(=O)c(C(=O)O)cn3-c2ccc(F)cc2)CC1
    / | / | -26 | -4%
34: Nc1ccc(S(=O)(=O)NCc2ccccc2)cc1
    / | / | -10 | 8%
35: NC(=O)c1ccc([N+](=O)[O-])cc1Cl
    / | / | 8 | -2%
36: c1ccc(CNCCNCc2ccccc2)cc1
    / | / | -25 | 6%
37: CCCCCCCCCCOCC(O)CN (centres undefined)
    / | / | -7 | -1%
38: OCCOCCOCCO
    / | / | -11 | -1%
39: O=C(Nc1ccc([N+](=O)[O-])cc1)Nc1ccc([N+](=O)[O-])cc1
    / | / | -11 | 11%
40: CN(CCOc1ccc(NS(C)(=O)=O)cc1)CCc1ccc(NS(C)(=O)=O)cc1
    / | / | -26 | -1%

Quoted from the entries so far for reference:
Every second line gives: GLP-1R inv ag | GLP1R cytotox | DRD3 agonist | GLP-1R agonist
39: O=C(Nc1ccc([N+](=O)[O-])cc1)Nc1ccc([N+](=O)[O-])cc1
    / | / | -11 | 11%
40: CN(CCOc1ccc(NS(C)(=O)=O)cc1)CCc1ccc(NS(C)(=O)=O)cc1
    / | / | -26 | -1%

Other records:
Every second line gives: GLP-1R inv ag | GLP1R cytotox | DRD3 agonist | GLP-1R agonist
41: CCCCN(CCCC)CC(O)c1cc(Cl)cc2c1-c1ccc(Cl)cc1/C2=C/c1ccc(Cl)cc1 (centres undefined)
    / | / | 7 | 7%
42: NC(=O)NC(=O)Cc1ccccc1
    / | / | 8 | 1%
43: Cc1cccc(C)c1NC(=O)c1cc(S(N)(=O)=O)c(Cl)cc1O
    / | / | -1 | -2%
44: CN=C(NC#N)Nc1ccc(C2=NNC(=O)CC2C)cc1 (centres undefined)
    / | / | -8 | 7%
45: COc1ccc(Cn2c(CCC(=O)Nc3cccc(OC)c3)nc3cccnc32)cc1
    -10% | -1% | 5 | /
46: CCOc1ccccc1NC(=O)CSc1nc2ccccc2c2nc(CCn3cncc3C)nn12
    ? | -11% | 0 | /
47: Cc1nc2nc(NC(=O)c3cccc(Cl)c3)[nH]n2c(=O)c1Cc1ccccc1
    1% | 0% | -2 | /
48: Cc1cc(Cl)ccc1NC(=O)Cn1nc(C)c2c(C)n(-c3ccccc3)nc2c1=O
    -16% | 1% | -5 | /
49: Cc1cc(NC(=O)C2CCN(S(=O)(=O)c3ccc4[nH]c(=O)oc4c3)CC2)ccc1Br
    ? | -9% | 2 | /
50: CC(C)(C)c1ccc(S(=O)(=O)c2cnc(SCC(=O)Nc3ccc(F)c(Cl)c3)[nH]c2=O)cc1
    7% | 2% | 2 | /
51: COc1cc(C(=O)NC(c2ccccc2Cl)c2cc(Cl)c3cccnc3c2O)cc(OC)c1OC (centres undefined)
    ? | -17% | 10 | /
52: Cc1ccc(CNC(=O)C2CCN(S(=O)(=O)c3c(C)noc3/C=C/c3ccccc3F)CC2)o1
    3% | 0% | 0 | /
53: COc1ccc(NC(=O)C2CCCN(c3nnc(C)c4c(C)n(-c5ccccc5)nc34)C2)cc1Cl (centres undefined)
    ? | ? | 7 | /

15 structures already listed, ordered by length of the SMILES, smallest number first.
Every second line gives: GLP-1R inv ag | GLP1R cytotox | DRD3 agonist | GLP-1R agonist
38: OCCOCCOCCO
    / | / | -11 | -1%
37: CCCCCCCCCCOCC(O)CN (centres undefined)
    / | / | -7 | -1%
42: NC(=O)NC(=O)Cc1ccccc1
    / | / | 8 | 1%
36: c1ccc(CNCCNCc2ccccc2)cc1
    / | / | -25 | 6%
35: NC(=O)c1ccc([N+](=O)[O-])cc1Cl
    / | / | 8 | -2%
44: CN=C(NC#N)Nc1ccc(C2=NNC(=O)CC2C)cc1 (centres undefined)
    / | / | -8 | 7%
43: Cc1cccc(C)c1NC(=O)c1cc(S(N)(=O)=O)c(Cl)cc1O
    / | / | -1 | -2%
45: COc1ccc(Cn2c(CCC(=O)Nc3cccc(OC)c3)nc3cccnc32)cc1
    -10% | -1% | 5 | /
47: Cc1nc2nc(NC(=O)c3cccc(Cl)c3)[nH]n2c(=O)c1Cc1ccccc1
    1% | 0% | -2 | /
39: O=C(Nc1ccc([N+](=O)[O-])cc1)Nc1ccc([N+](=O)[O-])cc1
    / | / | -11 | 11%
48: Cc1cc(Cl)ccc1NC(=O)Cn1nc(C)c2c(C)n(-c3ccccc3)nc2c1=O
    -16% | 1% | -5 | /
51: COc1cc(C(=O)NC(c2ccccc2Cl)c2cc(Cl)c3cccnc3c2O)cc(OC)c1OC (centres undefined)
    ? | -17% | 10 | /
49: Cc1cc(NC(=O)C2CCN(S(=O)(=O)c3ccc4[nH]c(=O)oc4c3)CC2)ccc1Br
    ? | -9% | 2 | /
41: CCCCN(CCCC)CC(O)c1cc(Cl)cc2c1-c1ccc(Cl)cc1/C2=C/c1ccc(Cl)cc1 (centres undefined)
    / | / | 7 | 7%
50: CC(C)(C)c1ccc(S(=O)(=O)c2cnc(SCC(=O)Nc3ccc(F)c(Cl)c3)[nH]c2=O)cc1
    7% | 2% | 2 | /
